High-throughput results (PubChem)
14-3-3 PPI = modulators of human 14-3-3 gamma - Raf peptide interaction. P61981. FP, 14-3-3gamma / TMR-pS259-Raf peptide binding. inhibition, % at 40 µM. hit rate 0.19% among 160,000. AID 422; in the data active means inhibition above about 30%;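 further: 0% = protein plus tracer without compound and 100% = blank with tracer alone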
Target sequence (P61981 whole entry, looked up): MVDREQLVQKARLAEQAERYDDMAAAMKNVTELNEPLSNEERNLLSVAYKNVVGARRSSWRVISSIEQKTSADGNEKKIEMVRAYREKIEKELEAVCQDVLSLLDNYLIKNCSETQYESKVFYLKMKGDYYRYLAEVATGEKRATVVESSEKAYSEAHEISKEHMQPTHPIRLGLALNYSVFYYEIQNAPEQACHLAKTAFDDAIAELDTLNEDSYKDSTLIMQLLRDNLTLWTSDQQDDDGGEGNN
An asterisk follows results filed as active; & = joins results of further samples. Some of the compounds tested; rates above refer to the full screens.

SMILES	14-3-3 PPI
COc1ccc(Cl)cc1NC(=O)C1CC(=O)N(c2ccc(F)cc2)C1 (stereo unspecified)	-5.4
COc1ccc(NS(=O)(=O)c2ccc(OC)c(OC)c2)cc1OC	1.2
O=C(CSc1nc(-c2ccco2)cc(C(F)(F)F)n1)Nc1ccc2c(c1)OCO2	-2.9
Cc1cc(NC(=O)c2sc(Nc3ccccc3F)nc2N)on1	0.2
COc1cccc(-c2nnc(NC(=O)C3CCCCC3)o2)c1	2.9
O=C(NCc1ccc(Cl)cc1)c1cc2c(nc3sccn32)s1	-36.2
O=C(CN1CCN(c2ccccc2)CC1)Nc1nccs1	-11.7
Cc1cc(C)n2c3c(c(C#N)c2n1)CC(C)(C)OC3	-2.9
Cn1c(=O)c2c(n3c(SCC(N)=O)nnc13)-c1ccccc1CC21CCCCC1	-0.1
COC(=O)CSc1nnc(-c2ccco2)n1-c1ccc(C)cc1	0.7
NC(=O)c1nsc(C(=O)N(CC(=O)NCc2ccc3c(c2)OCO3)C2CCCCC2)c1N	3.2
CCOC(=O)C(NC(C)=O)(Nc1ccc(S(=O)(=O)Nc2cc(C)nc(C)n2)cc1)C(F)(F)F (stereo unspecified)	3.4
NC(=O)c1c(Nc2ccccc2Cl)sc(C(=O)c2ccccc2)c1N	-2.4
COc1ccc(NC(=O)C2c3cc(OC)c(OC)cc3C(=O)N(C)C2c2cccs2)cc1Cl (stereo unspecified)	-4.7
Cc1cccc(C)c1NC(=O)C1(N(C)C(=O)Cn2cccc([N+](=O)[O-])c2=O)CCCCC1	-2.4

Part of the list above in another layout:
Cc1cc(NC(=O)c2sc(Nc3ccccc3F)nc2N)on1
  14-3-3 PPI: 0.2

COc1cccc(-c2nnc(NC(=O)C3CCCCC3)o2)c1
  14-3-3 PPI: 2.9

O=C(NCc1ccc(Cl)cc1)c1cc2c(nc3sccn32)s1
  14-3-3 PPI: -36.2

O=C(CN1CCN(c2ccccc2)CC1)Nc1nccs1
  14-3-3 PPI: -11.7

Following part.
SMILES	14-3-3 PPI
COc1ccc(C(=O)C(OC(=O)CNC(=O)c2ccco2)c2ccccc2)cc1 (stereo unspecified)	-0.9
O=C(Nc1ccc(N2CCOCC2)cc1)C12CC3CC(CC(C3)C1)C2	-2.9
CCOc1ccc(C2CC(=O)C3=C(C2)Nc2ccccc2NC3c2cc(OCC)c(O)c([N+](=O)[O-])c2)cc1OC (stereo unspecified)	-10.8
CN(C)CCCNC(=O)C1(O)c2ccccc2NC(=O)N1c1ccccc1 (stereo unspecified)	-2.6
Cc1nnc2c(Oc3ccccc3)nc3ccccc3n12	8.9
Cc1nc2nc(SCC(=O)NCCC3=CCCCC3)nn2c(C)c1Cc1ccccc1Cl	-14.3
CC1=C(C(=O)Nc2cccc(C)c2C)C(c2ccccc2F)NC(=O)N1 (stereo unspecified)	-3.2
C=CCc1cccc2cc(C(=O)N(CC)CC)c(=O)oc12	-5.0
O=C(Nc1ccccc1I)c1ccc(C(=O)Nc2ccccc2I)cc1	-5.9
CCOC(=O)c1cc(CC)sc1NC(=O)C1CC1	-4.0&6.2
CCOc1ccc(-c2nnn(CCC(=O)O)n2)cc1OC	-5.7
Cc1noc(C)c1CSc1nnc2scc(-c3ccc(Cl)cc3)n12	-11.2&-1.2
COc1ccc(NC(=O)CSc2nc3c(cnn3-c3ccc(C)c(C)c3)c(=O)[nH]2)c(OC)c1	-25.5
O=C(CCCn1c(=O)[nH]c2ccc(Br)cc2c1=O)NCc1ccc(Cl)cc1	-3.1
COC(=O)c1sc2cnccc2c1N	-10.3
Cc1ccccc1OCC(=O)Nc1ccc(Cl)cc1	-9.6
CCCC(c1nnnn1CS(=O)(=O)c1ccc(C)cc1)N1CCN(c2ccccc2)CC1 (stereo unspecified)	4.5
CC(NC(=O)Cn1cnc2c1c(=O)n(C)c(=O)n2C)c1ccccc1 (stereo unspecified)	0.7
Cc1c(C(=O)NCc2cccnc2)oc2ccc(S(=O)(=O)N3CCCC(C)C3)cc12 (stereo unspecified)	-5.8
COC(=O)c1ccccc1NC(=O)c1cc(-c2ccc(OC)c(OC)c2)on1	-6.6&-9.3
O=C1CN(C(=O)c2cccs2)C(c2ccc(F)cc2)c2cc(Cl)ccc2N1 (stereo unspecified)	-3.7
Cc1ccc(-c2nnc(-c3cccc(F)c3)o2)cc1	-7.8
CCS(=O)(=O)NCC(c1cccnc1)N1CCN(c2ccccc2OC)CC1 (stereo unspecified)	-4.9
COc1ccc(-n2c(CCC(=O)O)ccc2-c2ccc(Br)cc2)c(OC)c1	-31.7
CCC(=O)N1CCc2cc(Br)cc(S(=O)(=O)Nc3cc(OC)ccc3OC)c21	1.8
Cc1ccc(NC(=O)CSc2cn(Cc3cccc(F)c3)c3ccccc23)cc1	2.0
CC(C)CCNC(=O)CN1C(=O)COc2ccccc21	10.1
COc1ccc(C2CC(C(F)(F)F)n3nc(C(=O)Nc4ccc(Cl)c(C(F)(F)F)c4)cc3N2)cc1 (stereo unspecified)	8.8
CCOC(=O)c1c(C)n(C)c2cc(Br)c(O)cc12	0.6
CCOC(=O)C1=NNC2C(=O)N(c3ccc(Cl)cc3)C(=O)C12 (stereo unspecified)	2.0
COc1ccc(CN2CCCCCC2)c(C)c1C	9.0
O=C(Nc1ccc(Oc2ccccc2)cc1)C1CCN(S(=O)(=O)c2ccccc2)CC1	1.3
O=C(Nc1sc2c(c1C(=O)O)CCC2)c1ccc(I)cc1	-7.3
O=c1nc(C=Cc2ccccc2C(F)(F)F)cc(C(F)(F)F)[nH]1	0.5
c1ccc(CSc2nnc(-c3ccco3)c(-c3ccco3)n2)cc1	-16.3
COc1ccccc1NC(=O)C1=C(C)Nc2nc(-c3cccs3)nn2C1c1cccnc1 (stereo unspecified)	-1.6
COCCOc1ccc(C(F)(F)F)cc1NC(=O)COC(=O)c1c(C)noc1C	-9.4
CCC(=O)N1c2ccc(S(=O)(=O)NCC3COc4ccccc4O3)cc2CC1C (stereo unspecified)	-1.4
COc1ccc(NC(=O)c2c(-c3ccccc3)noc2C)c([N+](=O)[O-])c1	6.7
COCCn1c(SCC(=O)Nc2sc(C)c(C)c2C#N)nnc1-c1ccc(OC)cc1	-5.7
COCCOC(=O)c1[nH]c2c(c1C)C(=O)CC(c1ccc(F)cc1)C2 (stereo unspecified)	-3.9
COc1ccc(C2=NN(C(=O)CCCC(=O)O)C(c3cc4ccc(C)cc4nc3Cl)C2)cc1 (stereo unspecified)	-24.9
COc1ccc(NC(=O)Cc2ccccc2[N+](=O)[O-])c(OC)c1	-1.6
CC(=O)c1c(C)[nH]c(C(=O)NC2CCCc3ccccc32)c1C (stereo unspecified)	-22.8
CNC(=O)Nc1ccccc1NC(=O)NC	-5.8
O=C1CC(NCc2ccc3c(c2)OCO3)C(=O)N1c1cccc(Br)c1 (stereo unspecified)	-6.7
CC(=O)Nc1ccc(S(=O)(=O)N2CCN(CCC#N)CC2)cc1	-1.8
Clc1ccc(C2=Nn3c(nnc3-c3n[nH]c4c3CCC4)SC2)cc1Cl	-7.6
CC(C)c1cc(Nc2cccc(O)c2)cc(C(C)C)c1O	-10.7
CC(C)(C)C1CCc2onc(C(=O)NC3CCCCC3)c2C1 (stereo unspecified)	-4.0
Cc1ccc(CNC(=O)c2cnn3c(C(F)(F)F)cc(-c4ccccc4)nc23)cc1	-11.8
O=C(CSc1nnc(-c2ccccc2F)o1)NC1CCCCC1	-6.9
CCOc1c(Br)cc(C2C3=C(CC(C)(C)CC3=O)OC3=C2C(=O)CC(C)(C)C3)cc1OC	-3.1
O=C1OC(N2CCC(Cc3ccccc3)CC2)c2ccccc21 (stereo unspecified)	-3.5
O=C(NCC(=O)N(c1ccccc1F)C(C(=O)NCC1CCCO1)c1ccccc1)c1ccco1 (stereo unspecified)	-3.3
CCC(C)C1Nc2c3ccccc3nc(=S)n2C1=O (stereo unspecified)	0.4
COCCCNC(=O)CSc1ccc(Cl)cc1	-21.0
Cc1ccc(-c2nc(C#N)c(NCc3cccc4c3OCO4)o2)cc1	-3.4
O=C(Nc1nc(-c2ccc(F)cc2)cs1)c1cccc(Br)c1	0.3
CC(=O)c1cc(OC(=O)N2CCOCC2)ccc1OC(=O)N1CCOCC1	-6.2

Continued.
SMILES	14-3-3 PPI
CCOC(=O)C1CCN(C(=O)c2cc(S(=O)(=O)N3CCOCC3)c(Cl)cc2Cl)CC1	6.3
CCCCS(=O)(=O)N1CN(S(=O)(=O)CCCC)C2NC(=O)NC21 (stereo unspecified)	-10.4
O=C1C2CCCCC2C(=O)N1CC(=O)N1c2ccccc2Sc2ccc(C(F)(F)F)cc21 (stereo unspecified)	-12.2
Cc1ccc([N+](=O)[O-])cc1NC(=O)CN1C(=O)c2ccccc2C1=O	-1.3
CCC(C)NC(=O)CSc1nc(NCc2ccccc2)c2ccccc2n1 (stereo unspecified)	-0.8
CC1(C)CC(NCC(=O)N2c3ccccc3Sc3ccc(Cl)cc32)CC(C)(C)N1	6.9
COc1ccc(OC)c(NC(=O)CCN2CCCC(C)C2)c1 (stereo unspecified)	35.3*
O=C(CSc1nnnn1-c1ccccc1)Nc1nsc(-c2ccc(Cl)cc2)n1	2.4
CCOc1cc(C2NC(=O)NC(C)=C2C(=O)OCc2ccc(OC)cc2)ccc1O (stereo unspecified)	0.5
CS(=O)(=O)Nc1ccc(C2=NN(S(=O)(=O)c3ccc(Cl)cc3)C(c3ccco3)C2)cc1 (stereo unspecified)	-62.5
COc1cc(NC(=O)c2sc3nc(C)nc(N4CCCCC4C)c3c2C)cc(OC)c1OC (stereo unspecified)	3.1
Cc1nnc(NC(=O)c2ccc(S(=O)(=O)N(C)C)cc2)o1	-7.0
N#Cc1nc(COc2cccc(Cl)c2)oc1NCc1ccncc1	-5.0
Cc1occc1-c1nnc(SCC(=O)c2ccc(Cl)cc2)n1C	-7.8
CC(C)CC(N)C(=O)N1CCOCCOCCOCC1 (stereo unspecified)	2.5
S=c1nc(Nc2ccc(Oc3ccccc3)cc2)c2ccccc2[nH]1	2.3
CC(=O)Nc1ccc(N2C(=O)CC(NCCN3CCOCC3)C2=O)cc1 (stereo unspecified)	7.4
COc1cccc(OC)c1OCC(O)CN1CCN(c2ccccc2)CC1 (stereo unspecified)	-5.5
CCOc1ccc(NC(=O)c2cc(OC)nc3ccccc23)cc1	-4.0
Cc1nc(N2CCC(C)CC2)c2c(C)c(C(=O)Nc3ccccc3F)sc2n1	1.1
Nc1cc(NCCCCCC(=O)O)ccc1[N+](=O)[O-]	-3.2
CCN(Cc1ccccc1)Cc1c(O)ccc2c(=O)c(Oc3ccc(OC)cc3)c(C(F)(F)F)oc12	-9.9
COc1ccccc1-c1nc(C(N)=O)c2[nH]c(=O)n(-c3cccc(C)c3)c2n1	-7.3
COc1cc(CSc2ncn[nH]2)c(OC)cc1CSc1ncn[nH]1	-8.0
N#CC1=C(N)Oc2cc3c(cc2C1c1ccc(Cl)cc1)OCO3 (stereo unspecified)	-3.4
CCOc1ccc(OCC)c(S(=O)(=O)N2CCN(C34CC5CC(CC(C5)C3)C4)CC2)c1	0.4
O=C(Nc1ccc(Br)cc1)C1C2C=CC3(O2)C1C(=O)N(Cc1ccccc1)C3C(=O)NC1CCCCC1 (stereo unspecified)	-10.6
O=C(NCCSc1c[nH]c2ccccc12)c1ccccc1Br	-2.4
Cc1ccc2nc(-c3ccc(NC(=O)c4cccnc4)cc3)sc2c1	-8.3
Cc1cccnc1NC(=O)C1CC(=O)N(c2ccc(Br)cc2)C1 (stereo unspecified)	-2.7
CC(C)(C)c1ccc(-c2nc(N3CCOCC3)c3ccccc3n2)cc1	-7.0
CC1CCCCN1CCCNC(=O)c1ccc2c(=O)n(CCc3ccccc3)c(=O)[nH]c2c1 (stereo unspecified)	0.7
CCOc1ccc(N(C(C)C(=O)Nc2cc(C)ccc2OC)S(C)(=O)=O)cc1 (stereo unspecified)	-2.2
COc1ccc(-n2c(=O)c3c(C)c(C)sc3n(Cc3cccnc3)c2=O)c(OC)c1	-6.0
O=C(CCC1CCCCC1)Nc1c[nH]c(=O)[nH]c1=O	-2.8
Cc1oc2ccc(OC(=O)c3ccc(Br)cc3)cc2c1C(=O)OC(C)C	4.1
O=C(CCn1c(=O)oc2ccccc21)N1CCN(c2ccccc2F)CC1	-3.2
CCCCNc1cc(C(=O)O)cc(S(N)(=O)=O)c1Oc1ccccc1	1.2&-7.9
Cc1ccc2c(c1)C(c1ccccc1)N(C(=O)c1cccc([N+](=O)[O-])c1)CC(=O)N2 (stereo unspecified)	3.0
Cc1cc(-c2ccco2)n(CC(=O)NCCN(C)C)n1	-1.1
CCOc1ccc(-c2cn(-c3ccc(OCC)cc3)c(=S)[nH]2)cc1	-130.1
Cc1ccc(-c2cc(C(=O)Nc3ccc(S(N)(=O)=O)cc3)c3ccccc3n2)s1	-22.8
O=S(=O)(c1cccc2nsnc12)N(CCOc1ccc2ccccc2c1)C1CCCCC1	1.3
O=C(CSc1nc2cc(Cl)ccc2s1)Nc1ccc(C(=O)O)cc1	-6.5
CC(C)OC(=O)c1ccc(NC(=O)CCN2C(=O)c3cccc([N+](=O)[O-])c3C2=O)cc1	3.5

Pulled one by one from the entries so far (three):
SMILES	14-3-3 PPI
CCS(=O)(=O)NCC(c1cccnc1)N1CCN(c2ccccc2OC)CC1 (stereo unspecified)	-4.9
COCCOC(=O)c1[nH]c2c(c1C)C(=O)CC(c1ccc(F)cc1)C2 (stereo unspecified)	-3.9
CC(C)OC(=O)c1ccc(NC(=O)CCN2C(=O)c3cccc([N+](=O)[O-])c3C2=O)cc1	3.5

The listing picks up; the three compounds before the break are reprinted first.
SMILES	14-3-3 PPI
O=S(=O)(c1cccc2nsnc12)N(CCOc1ccc2ccccc2c1)C1CCCCC1	1.3
O=C(CSc1nc2cc(Cl)ccc2s1)Nc1ccc(C(=O)O)cc1	-6.5
CC(C)OC(=O)c1ccc(NC(=O)CCN2C(=O)c3cccc([N+](=O)[O-])c3C2=O)cc1	3.5
Cc1cccc(NC(=O)CSc2nnc(NC(=O)CN3CCCCC3)s2)c1	-6.2
CN(C)c1ncnc2c1[nH]c1ccccc12	7.8
Cc1nc2oc3c(NCC4CCCO4)ncnc3c2c2c1COC(C)(C)C2 (stereo unspecified)	-4.8
CCN(CC)c1nc(C)nc2c1sc1nc3c(cc12)COC(C)(C)C3	-18.4
Cc1ccc(-c2cc(C(F)(F)F)n3ncc(C(=O)Nc4ccccc4Cl)c3n2)cc1	2.4
